Bioassay records as filed in PubChem BioAssay.
CHO parental Ca – ATP-evoked calcium signal inhibitors, parental CHO, primary screen, counter-screen for OX1R antagonist project, cell-based, fluorescence, Fluo-8 calcium dye | parental CHO-K1, ATP-induced calcium, Fluo-8 fluorescence | inhibition, % at 5.6 µM | 330,000 compounds, 0.63% hits | AID 463079, 2010;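 active = inhibition above that plate's mean sample inhibition plus 3 SD, cut at about 26% in these data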;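 note: 0% = ATP-challenged DMSO wells and 100% = DMSO wells without ATP; some compounds past the cut are filed as inactive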
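Test system: untransfected parental CHO cell line; also added: ATP stimulus; dosing: 5.6 µM, single dose; signal: calcium-sensitive Fluo-8 fluorescence; measure: percent inhibition of ATP-evoked calcium rise, normalized to controls; benchmarks: low control ATP plus DMSO, high control DMSO only; replication: one well per compound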
CHRM1 PAM – human M1 muscarinic receptor positive allosteric modulators, primary screen, CHO-K1 cells, Fluo-8 calcium fluorescence, 1536-well | Muscarinic acetylcholine receptor M1 (Homo sapiens), P11229 | CHO-K1 hM1, ACh EC20; 0% = ACh EC20, 100% = maximal ACh | activation, % at 3 µM | 360,000 compounds, 0.088% hits | AID 588819, 2011; in the data active = activation above about 19%, passing the limit was not always enough
Target sequence (P11229 whole entry, looked up): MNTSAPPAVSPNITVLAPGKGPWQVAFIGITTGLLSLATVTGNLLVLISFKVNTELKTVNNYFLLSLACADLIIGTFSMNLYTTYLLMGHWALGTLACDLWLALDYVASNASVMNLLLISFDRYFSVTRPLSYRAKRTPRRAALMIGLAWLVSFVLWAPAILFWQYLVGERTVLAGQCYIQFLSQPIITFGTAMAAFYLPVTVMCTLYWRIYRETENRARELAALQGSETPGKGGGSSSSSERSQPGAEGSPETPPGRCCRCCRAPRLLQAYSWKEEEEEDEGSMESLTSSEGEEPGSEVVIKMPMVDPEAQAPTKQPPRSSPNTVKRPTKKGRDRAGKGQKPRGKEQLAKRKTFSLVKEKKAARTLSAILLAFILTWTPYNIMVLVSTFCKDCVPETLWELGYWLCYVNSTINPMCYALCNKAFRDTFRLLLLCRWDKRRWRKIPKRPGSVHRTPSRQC
OXTR potentiator – human OXTR potentiators, primary screen, fluorescence, CHO-OTR cells, Fluo-8 calcium | Fluo-8 calcium fluorescence, potentiator mode; 0% = oxytocin EC15, 100% = EC100 | activation, % at 3 µM | Oxytocin receptor (Homo sapiens), P30559 | AID 2445, 2010 | 320,000 compounds, 0.061% hits;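 active = activation above that plate's cutoff, the mean activation of tested compounds plus 3 SD, cut at about 6.6% in these data, passing the limit was not always enough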;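 note: 100% uses oxytocin at 75 nM as the full agonist control; some results filed as inactive read as strong as hits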
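System: human OTR in CHO cells; Also added: sub-maximal oxytocin, roughly EC15; Timing: compound 6 min at room temperature before oxytocin, 100 s read; Technique: Fluo-8 intracellular calcium fluorescence, ex 470-495, em 515-575 nm; Controls: oxytocin EC15 low and EC100 high; Replication: singlicate.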
M4 antag – human M4 muscarinic receptor antagonists, primary screen, CHO cells, Fluo-8 calcium fluorescence; AID 624125, 2012; inhibition, % at 3 µM; CHO-hM4 cells, ACh EC80; 360,000 compounds, 0.73% hits;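 active = inhibition above its plate's cutoff, the mean inhibition of sample wells plus 3 SD, cut at about 27% in these data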;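 note: 0% = acetylcholine EC80 with DMSO and 100% = DMSO without agonist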
Target sequence (P08173 whole entry, looked up): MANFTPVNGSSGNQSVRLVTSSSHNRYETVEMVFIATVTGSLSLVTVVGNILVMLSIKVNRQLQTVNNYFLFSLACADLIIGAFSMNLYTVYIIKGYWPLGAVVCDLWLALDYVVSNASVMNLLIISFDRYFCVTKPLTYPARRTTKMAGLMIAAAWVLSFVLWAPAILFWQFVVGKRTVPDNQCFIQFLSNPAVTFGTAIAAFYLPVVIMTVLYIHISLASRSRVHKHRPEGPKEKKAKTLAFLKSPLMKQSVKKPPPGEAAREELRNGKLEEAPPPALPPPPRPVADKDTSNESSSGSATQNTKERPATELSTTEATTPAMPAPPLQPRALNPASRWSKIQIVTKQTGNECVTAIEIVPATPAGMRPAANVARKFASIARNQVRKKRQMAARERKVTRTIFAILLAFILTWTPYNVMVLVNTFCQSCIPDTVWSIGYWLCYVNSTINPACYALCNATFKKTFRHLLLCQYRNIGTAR
M4 ag – human M4 muscarinic receptor agonists, primary screen, CHO-K1 cells, Fluo-8 calcium fluorescence; Muscarinic acetylcholine receptor M4 (Homo sapiens), P08173; CHO-K1 hM4/Gqi5; vehicle 0%, full acetylcholine response 100%; activation, % at 3 µM; 360,000 compounds, 0.14% hits;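 active = activation above the run mean over all test wells plus 3 SD, cut at about 32% in these data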;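 note: peak over basal fluorescence ratio per well then scaled between controls; 0% = DMSO wells and 100% = acetylcholine at EC100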
CHO-K1 Ca ag – counter-screen for M1 agonists: effect in parental CHO-K1 cells | 360,000 compounds, 0.48% hits | AID 602248, 2012 | activation, % at 3 µM | Fluo-8 calcium fluorescence; scaled to maximal ATP response, vehicle zero; in the data active = activation above about 15%;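 note: untransfected CHO-K1 host cells lacking M1 receptor as counterscreen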
M1 ag – human M1 muscarinic receptor agonists, primary screen, Fluo-8 calcium fluorescence, CHO-K1 cells, HTS; Muscarinic acetylcholine receptor M1 (Homo sapiens), P11229; CHO-K1 hM1, agonist mode; 0% DMSO, 100% acetylcholine EC100; activation, % at 3 µM; 360,000 compounds, 0.33% hits;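 active = activation above the run's mean compound activation plus 3 SD, cut at about 16% in these data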;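 note: peak over basal fluorescence ratio within a 140 s kinetic read after compound addition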
CHO-K1 Ca antag – nonselective inhibitor or artifact in parental CHO-K1 cells; ATP-induced calcium, Fluo-8 fluorescence; inhibition, % at 3 µM; 360,000 compounds, 0.6% hits; AID 602250;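 active = inhibition above a per-plate cutoff, the plate's mean sample inhibition plus 3 SD, cut at about 24% in these data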;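 note: 0% = DMSO plus EC80 ATP and 100% = DMSO alone without ATP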
M1 antag – human M1 muscarinic receptor antagonists, primary screen, CHO-K1 cells, Fluo-8 calcium fluorescence, 1536-well | 360,000 compounds, 1.3% hits | Muscarinic acetylcholine receptor M1 (Homo sapiens), P11229 | inhibition, % at 3 µM | CHO-K1 hM1, ACh EC80 antagonist | AID 588852, 2011;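 active = percent inhibition above its own plate's cutoff, namely the mean of that plate's compound wells plus 3 SD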;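 note: peak over basal fluorescence ratio during 140 s after agonist addition; 0% = ACh EC80 plus DMSO and 100% = DMSO alone without agonist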
Active calls of the source: *; / = not tested or not shown. Outcome played no part in choosing rows; about 2.9% have a hit in one of these screens.

SMILES	CHO parental Ca	CHRM1 PAM	OXTR potentiator	M4 antag	M4 ag	CHO-K1 Ca ag	M1 ag	CHO-K1 Ca antag	M1 antag
CC1(C(=O)O)CCCN1C(=O)c1ccco1 (stereo unspecified)	/	17	/	-13	0	-0.7	2	3	-13
CCc1ccccc1-n1nnnc1SCC(=O)Nc1ccc(N2CCN(C)CC2)cc1	5	-11	-12	1	2	0.4	-6	-8	7
CCC(c1nnnn1-c1ccc2c(c1)OCCO2)N1CCN(c2ccc(C(F)(F)F)cn2)CC1 (stereo unspecified)	/	/	/	1	10	6.7	/	-16	/
CCOC(OCC)c1ccc(/C=C\c2nccc(N)n2)cc1	-3	2	-2	6	0	-0.2	-5	-3	-2
Cn1cccc1/C=N/NC(N)=S	1	7	-16	3	1	0.5	-3	-11	-4
CCOC(=O)CNc1nc(Cl)nc(NC(C)(C)C)n1	-8	-11	-8	-5	0	-0.3	-1	0	6
CN(C)CCN(C(=O)CCS(=O)(=O)c1ccccc1)c1nc2cc3c(cc2s1)OCO3	8	16	-5	-8	2	1.3	-2	-6	-16
CCOc1ccc2nc(NC(=O)c3ccc(OCC4CCCO4)cc3)sc2c1 (stereo unspecified)	-9	-3	-7	-4	7	7.7	-5	1	2
O=S(=O)(c1ccccc1)N(Cc1ccc(Cl)cc1)c1ccncc1	-3	10	0	0	2	1.2	-10	-13	-12
CCN1CCN(CCCNC(=O)c2ccc(/C=C3/Oc4ccccc4N(Cc4cccc(C)c4)C3=O)cc2)CC1	-19	-9	-20	5	2	0.3	-5	-4	12
O=C(O)c1ccc(S(=O)(=O)N2CCC(n3nnc4cc(C(F)(F)F)ccc43)CC2)cc1	-8	18	-7	-10	0	0.3	0	-8	-15
COc1ccc(C(=O)n2cnnc2N)cc1	-6	-6	-12	-12	1	0.7	-4	-10	2
CS(=O)(=O)c1ccc2nnn(OCC(=O)Nc3ccc(Br)cc3Br)c2c1	-18	5	-10	-23	10	6.9	-2	-21	-8
CCc1nnc(NC(=O)CSc2nc(C)cc(C)c2C#N)s1	-1	-10	2	11	17	5.3	-3	-4	26
Cc1ccc(NC(=O)CN2CCN(S(=O)(=O)c3cccs3)CC2)cc1S(=O)(=O)N(C)C	3	-4	-6	9	5	2.7	-5	-9	14
COc1ccc(/C=C/C(=O)Nc2ccc(NC(C)=O)cc2)cc1S(=O)(=O)N1CCOCC1	21	9	-6	-9	0	0.5	-3	-10	-5
CCc1nnc(NC(=O)c2c(C)nn(-c3ccccc3)c2Cl)s1	-18	3	-14	2	1	-0.1	-2	-10	4
Cc1cc(C#N)c(SCC(N)=O)nc1-c1ccc(F)cc1	-8	-2	1	-4	0	0.8	-2	10	9
CC(CN1CCOCC1)OC(=O)c1ccc(Br)cc1 (stereo unspecified)	12	9	-6	0	1	0.2	1	-10	-6
COc1ccc(-n2ncc3c(=O)n(CC(=O)N4CCCc5ccccc54)cnc32)cc1	-5	6	-2	18	1	0.5	-3	-6	-10
Cc1ccc(S(=O)(=O)NCCC(=O)NC2CC2)cc1	-1	13	-3	5	0	0.7	-1	-6	-15
CCOC1OC(=O)C(Cl)=C1Nc1ccc(C)cc1 (stereo unspecified)	-1	6	-12	-18	1	0.2	-6	-6	-12
Cc1ccc(S(=O)(=O)N2CCN(C(=O)CCc3c[nH]c4ccccc34)CC2)c(C)c1	-10	8	-6	-8	5	1.1	-1	-21	-9
CN(Cc1nc(-c2cnccn2)no1)CC1(c2ccccc2)CC1(C)C (stereo unspecified)	-13	-2	-16	-19	2	0.7	-3	-3	5
CCn1c(SCC(=O)Nc2oc(C)c3c(C)n[nH]c(=O)c23)nc2sc(C)c(C)c2c1=O	-11	11	-4	-6	1	0.4	-2	3	-10
N#Cc1c(N)n(-c2ccc(O)cc2)c2nc3ccccc3nc12	-11	7	-6	0	1	0.3	-6	-1	6
O=C(CCC(=O)N1CCOCC1)NCCc1ccc(Cl)cc1Cl	-7	5	-9	2	1	0.5	-2	-10	-5
c1ccc(COc2cccc(CN3CCCCC3)c2)cc1	-10	-3	3	-8	1	0.0	-10	17	-1
CC(=O)NC(CC(=O)O)c1ccc(F)cc1 (stereo unspecified)	15	2	-19	-3	1	1.1	-5	-9	-4
O=C(Cc1cccs1)N1CCC(c2nc3c(nnn3Cc3ccccc3)c(=O)[nH]2)CC1	-19	7	-1	4	0	0.1	-7	-21	-2
O=S(=O)(c1ccc(F)cc1)N1CCN(c2ncccn2)CC1	1	5	1	-10	2	1.5	-5	-16	-12
C/C=C1\NC(=O)[C@H](C)NC(=O)[C@@H](NC(=O)[C@@H](Cc2ccc(O)cc2)NC(=O)[C@@H](NC(=O)/C(C)=C/C)C(C)C)[C@@H](C)OC(=O)[C@H](CCCCc2ccc(O)cc2)NC(=O)[C@@H](CCC(=O)O)NC1=O	-6	9	3	-4	1	0.8	-3	-17	-8
CC1(C)OC(=O)C(=CNCC(=O)NCC(=O)O)C(=O)O1	-7	0	-4	0	0	0.2	0	21	-4
CC1(C)S[C@@H]2[C@H](NC(=O)COc3ccccc3)C(=O)N2C1C(=O)OCc1ccccc1 (stereo partly specified)	-15	2	-8	-4	8	-0.2	-5	2	5
NC(=O)CSc1nnc(-c2cnccn2)n1-c1ccccc1	-5	8	-3	-4	0	0.0	-2	-9	-2
O=C(CN1C(=O)c2ccccc2C1=O)NC1CCC(O)CC1 (stereo unspecified)	0	-1	-5	18	1	-0.2	-4	-6	5
Cc1ccc2cc3cc(C(=O)N(CC(=O)NC4CCCC4)c4cccc(C)c4C)sc3nc2c1	-10	8	-1	-2	0	-0.1	-5	-8	-7
CN(C)C(=O)N1CCC(C(=O)NCc2ccc3c(c2)OCO3)CC1	-7	3	-11	1	1	0.7	-3	-12	0
O=C(COC(=O)c1cc([N+](=O)[O-])ccc1N1CCOCC1)Nc1ccccc1OC(F)F	-10	0	-10	-5	12	1.5	-4	19	3
CCc1nn(CC(=O)NCCCN(Cc2ccccc2)C(C)C)c(=O)c2cc3sccc3n12	-13	0	-1	11	0	-0.5	-15	-6	-4
CN(C)S(=O)(=O)c1cccc(NC(=O)COC(=O)c2cccnc2Cl)c1	-11	2	-5	1	4	0.7	0	-10	-5
c1cncc(Nc2c3ccccc3nc3ccccc23)c1	-5	10	-18	-4	9	4.3	-7	-1	-2
C=C1C(=O)[C@]23C[C@H]1CC[C@H]2[C@]1(C)[C@@H](OC(C)=O)CC[C@@](C)(C(=O)O)[C@H]1C[C@@H]3OC(C)=O	/	1	/	-7	0	0.2	-1	-11	-20
Cc1ccc2[nH]cc(C(=O)CN3CCC4(CC3)OCCO4)c2c1	-8	8	0	-2	1	0.1	1	-3	-30
O=C1CC(NNc2nc3ccccc3s2)C(=O)N1c1ccc(F)cc1 (stereo unspecified)	-13	-13	-13	13	15	4.9	-2	-1	15
Cc1cc(=O)n(Cc2ccco2)c(=S)[nH]1	/	4	/	-24	0	0.1	-1	-10	-6
Cn1c2ccccc2c2cc([N+](=O)[O-])ccc21	-21	0	0	-6	0	0.5	-6	-8	-7
O=C(NCc1cc(C(F)(F)F)cc(C(F)(F)F)c1)C1CC(c2cccc(F)c2)=NO1 (stereo unspecified)	-15	1	-7	-16	-1	0.5	-4	-15	0
O=C(O)C1CCCCN1C(=O)c1ccc(S(=O)(=O)N2CCCCCC2)cc1 (stereo unspecified)	0	4	-3	-7	1	0.1	-1	-20	-6
O=C(O)c1cccc(C(=O)O)c1	-3	5	-4	-5	1	0.3	-2	-5	-14

An excerpt from above in order of their number in M1 ag, largest number first:
Structure	M1 ag
CCOC(=O)CNc1nc(Cl)nc(NC(C)(C)C)n1	-1
NC(=O)CSc1nnc(-c2cnccn2)n1-c1ccccc1	-2
N#Cc1c(N)n(-c2ccc(O)cc2)c2nc3ccccc3nc12	-6

Remaining list, next part.
SMILES	CHO parental Ca	CHRM1 PAM	OXTR potentiator	M4 antag	M4 ag	CHO-K1 Ca ag	M1 ag	CHO-K1 Ca antag	M1 antag
COc1ccc([N+](=O)[O-])cc1NC1C2CC3CC(C2)CC1C3 (stereo unspecified)	-12	7	-3	-10	0	0.1	-1	-6	-7
Cn1c2ccccc2c(=O)c2cc(C#Cc3ccsc3)ccc21	-15	7	-1	-1	1	2.4	-6	-9	-3
CC1(C(=O)Nc2ccc3c(c2)OCO3)CCN1C(=O)CCc1cccs1 (stereo unspecified)	/	2	/	2	2	1.1	-4	-2	-3
Cc1cc(C(=O)OCC(=O)NCc2ccc(Cl)cc2)c(C)o1	6	9	0	-5	1	-0.1	0	-7	-6
O=C(Nc1cccs1)Nc1ccccc1Br	3	2	-9	-17	9	5.9	-8	-5	-15
CC1=C(C(=O)N(C)C)C(c2ccc(C)s2)NC(=S)N1 (stereo unspecified)	-3	-1	-2	-4	0	-0.5	-2	-10	7
CC(=O)c1cccc(NC(=O)c2c(F)c(F)c(F)c(F)c2F)c1	-1	6	-3	10	5	1.8	-1	6	-7
COc1ccc(C(=O)c2ccc(N3CCOCC3)c([N+](=O)[O-])c2)cc1	-23	1	-11	0	11	7.2	-5	-3	-2
Cc1cc(C)cc(CC(=O)N2CCC2(C)C(=O)NS(=O)(=O)c2ccccc2Cl)c1 (stereo unspecified)	/	-1	/	-5	0	0.1	-3	0	3
CCN(CC)S(=O)(=O)c1cccc(NC(=O)c2ccc(Sc3nncn3C)c([N+](=O)[O-])c2)c1	-3	2	-1	8	0	0.5	-8	1	-5
Cc1cnc([N+](=O)[O-])n1CCOC(=O)NC(=O)c1ccccc1	3	-4	-16	-6	0	0.3	-3	-7	17
O=C(c1cccs1)N(C(=O)c1cccs1)c1ccc(Br)cn1	-31	-3	-5	3	2	1.5	-7	0	3
COc1ccccc1NC(=S)NCCc1ccc(Cl)cc1	-9	2	-3	-11	2	-0.3	-4	-8	-25
O=C(O)CCC(=O)Nc1ccccc1N1CCOCC1	15	7	-9	3	0	0.6	-1	-9	-6
CCOC(=O)C1CCN(C(=O)c2cc(C(C)(C)C)nn2Cc2ccccc2)CC1	-11	5	-12	0	10	2.3	-2	-7	4
COc1ccc(-n2nc3c(c2NC(=O)c2cc(Br)ccc2Cl)CS(=O)C3)cc1 (stereo unspecified)	-11	2	0	-13	4	0.4	-2	18	-11
COc1ccccc1OCC(=O)NNc1c2ccccc2nc2ccccc12	-22	2	-3	1	8	4.5	-1	-3	0
